Screens from PubChem.
MBNL1 CUG block: qHTS Assay for Inhibitors of MBNL1-poly(CUG) RNA binding; Muscleblind-like protein 1 (Homo sapiens), Q9NR56; TR-FRET MBNL1-His/biotin-(CUG)12 binding, 665/545 ratio; Potency, µM (series often up to 57.5 µM), without a hit: top-dose activity change, negative = inhibition, usual class: inhibitors; 0.036% of 280,000 active; AID 2675, 2010; active = well fitted inhibition curve with a large enough effect in the signal ratio, with a control signal flat, not every such curve was filed as active; inconclusive = small, poorly fitted or top-dose-only effect, or effect the other way, or a change in a side signal; inactive = no such curve, though single readings can be large or run the other way; the % refers to the signal ratio; also: potency is read from the fitted curve at half-maximal effect; % is scaled to controls: 0 for no effect and ±100 for the full control effect
Target sequence (Q9NR56 whole entry, looked up): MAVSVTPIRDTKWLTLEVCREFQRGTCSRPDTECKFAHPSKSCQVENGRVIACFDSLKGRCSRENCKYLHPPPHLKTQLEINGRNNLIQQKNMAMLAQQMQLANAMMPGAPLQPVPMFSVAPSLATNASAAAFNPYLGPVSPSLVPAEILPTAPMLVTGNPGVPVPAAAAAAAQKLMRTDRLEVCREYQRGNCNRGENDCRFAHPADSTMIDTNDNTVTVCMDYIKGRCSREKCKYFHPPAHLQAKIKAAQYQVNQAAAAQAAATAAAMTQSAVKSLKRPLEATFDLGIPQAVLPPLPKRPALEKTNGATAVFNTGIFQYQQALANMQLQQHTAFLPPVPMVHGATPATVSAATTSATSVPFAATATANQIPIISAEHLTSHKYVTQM
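TR-FRET readout: Ex 340 nm, 665/545 nm emission ratio, normalized to buffer-only (basal) and MBNL1-(CUG)12 controls. Complex of MBNL1-His with Biotin-(CUG)12, compounds 92 nM–58 uM, incubated 60 min at room temperature.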
GALK inh: qHTS Assay for Inhibitors of Human Galactokinase (GALK); P51570; Purified GALK, Kinase-Glo residual ATP luminescence; Potency, µM (doses to about 57.5 µM), without a hit: top-dose activity change, negative = inhibition, usual class: inhibitors; 0.007% of 270,000 active; also: potency is read from the fitted curve at half-maximal effect; % is scaled to controls: 0 for no effect and ±100 for the full control effect
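Quantitative HTS: GALK 5 nM, ATP 35 uM, galactose 100 uM, 1 h room temperature, then luciferase-based ATP detection.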
Chronic BCR inh: qHTS Assay to Find Inhibitors of Chronic Active B-Cell Receptor Signaling | ABC-DLBCL IkBa-CBG/CBR reporter, luminescence ratio, 4 h | Potency, µM (top dose mostly 46.1 µM), without a hit: top-dose ratio change, negative = lower green/red ratio, actives largely listed as inhibitors | 0.05% of 340,000 active | AID 493014, 2011; active = well fitted inhibition curve with a large enough effect in the signal ratio, with a control signal flat, not every such curve was filed as active; inconclusive = small, poorly fitted or top-dose-only effect, or effect the other way, or a change in a side signal; the % refers to the signal ratio;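 also: potency is read from the fitted curve at half-maximal effect; plate controls were basal doxycycline-induced cells for no effect and cells given 10 µM MG132 for full effect; MG132 reads +100%, hits lower the ratio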
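Doxycycline induced both beetle luciferases in TMD8 lymphoma cells; IKK-driven degradation limits the IkappaBalpha-fused green signal, while red luminescence normalises for cell number and nonspecific effects. Compounds tested up to 46 uM, 4 hrs.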
ASM inhibitor: Inhibitors of Secretory Acid Sphingomyelinase (S-ASM): qHTS | placental ASM, HMU-PC fluorogenic substrate, 60 min | Sphingomyelin phosphodiesterase (Homo sapiens), P17405 | Potency, µM (titrated, usually from 57.5 µM), for inactives: top-dose activity change, negative = inhibition, most hits filed as inhibitors | 0.006% of 340,000 active; also: potency is read from the fitted curve at half-maximal effect
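Human placenta-derived ASM enzyme was preincubated with compound for 10 minutes at room temperature, then given fluorogenic substrate HMU-PC0 (9 uM final) for 60 minutes at 37 °C; a pH 10 stop preceded fluorescence reading at Ex 386/Em 447 nm.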
Mito fusion act: qHTS Assay for Small Molecule Inhibitors of Mitochondrial Division or Activators of Mitochondrial Fusion | Potency, µM (doses to about 46.1 µM), for inactives: at the top dose growth rescue (activation), actives largely listed as activators | 0.23% of 320,000 active | AID 485298, 2010 | S. cerevisiae fusion-defective mutant growth rescue, CellTiterGlo 48 h;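 also: potency is read from the fitted curve at half-maximal effect; % of control where 0% means no effect; nearly all actives have a fitted effect of over 45% in size; temperature-sensitive fusion mutants such as fzo1-1 at 37 °C on non-fermentable ethanol glycerol medium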
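Compounds are tested for their ability to restore growth of mitochondrial fusion-defective yeast strains at non-permissive 37C in YPEG medium over 48 hours. Viability is quantified by luciferase luminescence.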
TSHR antagonist: Antagonists of the Thyroid Stimulating Hormone Receptor: HTS campaign | Thyrotropin receptor (Homo sapiens), P16473 | TSHR-expressing cells, TSH-stimulated cAMP HTRF, 2 h; hits give low values | activity change, negative = inhibition, % at 11.5 µM | 0.2% of 330,000 active | AID 504810, 2011;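 active = activity change below a set negative limit, meaning inhibition stronger than a set level, cut at about -70% in these data; inconclusive = activity change between two set negative limits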; also: % is scaled to controls: 0 for no effect and ±100 for the full control effect
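Freshly harvested TSHR cells receive pin-tooled compound, then EC80 TSH at 4nM final. After 2 hours at 37 deg C, antibody in lysis buffer and cAMP-d2 are added; 30 minutes at ambient temperature precede the HTRF read.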
Eya2 inh: qHTS Assay for Inhibitors of the Phosphatase Activity of Eya2. 0.006% of 330,000 active. Protein phosphatase EYA2 (Homo sapiens), O00167. Potency, µM (titrated, usually from 76.9 µM), for inactives: at the top dose activity, negative = inhibition, usual class: inhibitors. recombinant Eya2, OMFP fluorescence dephosphorylation (OMFP is methylfluorescein phosphate); also: potency is read from the fitted curve at half-maximal effect; % is scaled to controls: 0 for no effect and ±100 for the full control effect
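Eya2 protein (added as 0.2 uM solution) was preincubated with compound for 10 min at ambient temperature in 50 mM HEPES pH 7.5, 50 mM NaCl, 5 uM MgCl2, 0.05% BSA, 1 mM DTT. OMFP (added at 50 uM) then reacted 10 min; fluorescence read at 485/525 nm.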
hERG WT inh: qHTS for Inhibitors of KCHN2 3.1: Wildtype qHTS; 0.37% of 340,000 active; U2OS, BacMam KCNH2, thallium flux FluxOr; hits give low values; activity change, % at 1.84 µM; Voltage-gated inwardly rectifying potassium channel KCNH2 (Homo sapiens), Q12809;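 active = maximum activity change below -70%; inconclusive = maximum activity change between -70% and -50%; inactive = maximum activity change above -50%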; also: % is scaled to controls: 0 for no effect and ±100 for the full control effect
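U2OS cells transduced with wild-type KCNH2 virus are loaded with FluxOr dye for 45 min, and thallium flux is measured in kinetic reads before and after stimulation buffer. Rate constants are normalized to DMSO controls.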
PKM2 act: qHTS Assay for Activators of Human Muscle isoform 2 Pyruvate Kinase; purified PKM2, Kinase-Glo ATP luminescence, activation; response scale: 0% is enzyme alone, no compound; 0.34% of 260,000 active; Pyruvate kinase PKM (Homo sapiens), P14618; Potency, µM (doses to about 57.5 µM), without a hit: at the top dose activation, most hits filed as activators; also: potency is read from the fitted curve at half-maximal effect; % is scaled to controls: 0 for no effect and ±100 for the full control effect; nearly all actives have a fitted effect of over 55% in size
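ATP formation by purified human PK-M2, quantified via coupled luciferase luminescence after 1 h at room temperature with 0.1 mM ADP and 0.5 mM PEP final.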
Menin-MLL TR inh: qHTS Assay for Inhibitors Targeting the Menin-MLL Interaction in MLL Related Leukemias: Competition With Texas Red Labeled MLL-derived Mutant Peptide; AID 1768, 2009; Menin + Texas Red MLL mutant peptide, fluorescence polarization; Potency, µM (highest dose often 61.6 µM), without a hit: at the highest dose FP activity change, negative = inhibition, hits mostly inhibitors; O00255; 0.23% of 270,000 active; active = well fitted inhibition curve with a large enough effect in the polarisation, with a control signal flat, not every such curve was filed as active; inconclusive = small, poorly fitted or top-dose-only effect, or effect the other way, or a change in a side signal; inactive = no such curve, though single readings can be large or run the other way; the % refers to the polarisation; also: potency is read from the fitted curve at half-maximal effect; % of control where 0% means no effect; many of its hits are not listed in these tables
Target sequence (O00255 whole entry, looked up): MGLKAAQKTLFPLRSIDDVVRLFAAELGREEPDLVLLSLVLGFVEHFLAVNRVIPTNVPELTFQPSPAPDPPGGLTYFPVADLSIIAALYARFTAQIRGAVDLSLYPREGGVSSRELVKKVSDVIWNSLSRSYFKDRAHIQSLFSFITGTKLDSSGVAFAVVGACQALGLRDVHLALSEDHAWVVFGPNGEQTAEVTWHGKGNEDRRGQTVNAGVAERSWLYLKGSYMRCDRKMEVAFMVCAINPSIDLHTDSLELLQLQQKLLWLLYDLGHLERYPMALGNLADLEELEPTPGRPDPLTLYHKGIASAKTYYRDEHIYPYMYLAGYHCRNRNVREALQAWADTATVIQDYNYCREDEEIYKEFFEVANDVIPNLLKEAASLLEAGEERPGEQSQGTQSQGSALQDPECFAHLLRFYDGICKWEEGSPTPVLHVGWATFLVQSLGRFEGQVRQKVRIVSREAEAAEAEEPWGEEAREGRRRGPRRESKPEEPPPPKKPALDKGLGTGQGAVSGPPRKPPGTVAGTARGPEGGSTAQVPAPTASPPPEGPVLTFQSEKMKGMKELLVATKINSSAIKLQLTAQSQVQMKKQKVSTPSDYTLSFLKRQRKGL
USP2a inh: qHTS Assay for Inhibitors of Ubiquitin-specific Protease USP2a Using CHOP2 as the Reporter. USP2 core, Ub-CHOP2 coupled fluorogenic reporter, 485/531. Ubiquitin carboxyl-terminal hydrolase 2 (Homo sapiens), O75604. 0.01% of 330,000 active. AID 463254, 2010. Potency, µM (titrated, usually from 38.3 µM), for inactives: top-dose activity change, negative = inhibition, most hits filed as inhibitors;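 also: potency is read from the fitted curve at half-maximal effect; plate controls were DMSO wells for no effect and full inhibition by NEM control for full effect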
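USP2 core (10nM final) preincubated 30min RT with compound in 20mM Tris-HCl pH 8.0, 2mM CaCl2, 2mM beta-mercaptoethanol, 0.05% CHAPS; 25nM Ub-CHOP2 plus 25nM reporter substrate added, fluorescence (Ex485/Em531) read after 60min.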
* = called active by the depositor; ? = inconclusive; · = no result given; & = joins results of further samples; [ ] = dose if it differs, or a comment. Unless noted, calls follow the shape of the dose curve; as a rule, active = well fitted curve in the direction sought with a large enough effect; inconclusive = small, poorly fitted or top-dose-only effect, or another doubt; inactive = no such curve, though single readings can be large; an effect the other way counts as inactive or inconclusive. This is a subset; count on the stated rates, not on these rows.

SMILES	MBNL1 CUG block	GALK inh	Chronic BCR inh	ASM inhibitor	Mito fusion act	TSHR antagonist	Eya2 inh	hERG WT inh	PKM2 act	Menin-MLL TR inh	USP2a inh
COc1ccc(/C(C)=N/NC(=O)c2ccncc2)cc1[N+](=O)[O-]	?	-5%	?	-1%	4%	-5	7%	-9	-2%	-2%	1%
O=C(CSc1nnc(CCCO)n1-c1ccccc1)Nc1nccs1	-11%	8%	8%	0%	-1%	-3	1%	10	0%	8%	3%
O=C1c2ccccc2NC(c2ccccn2)N1c1ccccc1F (stereo unspecified)	-3%	-4%	?	239%[activator]	-1%	-11	4%	-10	7%	3%	0%
Nc1cc(S(=O)(=O)Nc2ccccc2Cl)ccc1N1CCCC1	-2%	0%	11%	0%	6%	0	-7%	-5	0%	·	2%
CSc1ccc(C#N)cc1NC(=O)c1cccc(Cl)c1	5%	1%	10%	-1%	6%	-5	4%	2	6%	38%[activator]	1%
Cc1cccc(OCC(=O)Nc2ccc(N3CCN(S(C)(=O)=O)CC3)cc2)c1C	7%	2%	5%	0%	-1%	-4	7%	-5	-1%	22%	4%
CCCCn1c(N)c(N(CCOC)C(=O)CSCc2ccc(Cl)c(Cl)c2)c(=O)[nH]c1=O	·	·	-19%	17%	-1%	-17	-23%	1	·	·	-2%
Cc1cc(C(=O)N/N=C/c2ccc3c(c2)OCO3)c2ccccc2n1	?	4%	?	1%	0%	9	?	7	1%	·	0%
Cc1ncsc1CCOC(=O)c1cccc([N+](=O)[O-])c1	-4%	1%&3%	0%&-1%	0%&-2%	10%&-2%	1&4	-3%&-6%	-3&-4	4%&-1%	3%&23%	5%&2%
COc1ccccc1N1CC(C(=O)Nc2nnc(SCC(=O)N3CCOCC3)s2)CC1=O (stereo unspecified)	-2%	-4%	-2%	-1%	0%	-2	-2%	-5	-3%	·	-2%
COc1cc2c(cc1OC)C(CCc1ccccc1)=NCC2	14%	4%	?	122%[activator]	-10%	-1	12%	2	-1%	·	4%
Cc1cc(CNC(=O)COc2ccc(C)c(C)c2)c2ccccc2n1	-9%	-2%	-3%	-3%	1%	-11	13%	10	-5%	-13%	1%
O=C(CNC(=O)C1CCCCC1)NC1=NCCS1	-7%	1%	2%	1%	-1%	1	-11%	-4	-3%	-6%	?
Cc1ccc(CSCCNC(=O)CN2C(=O)c3ccccc3S2(=O)=O)cc1	-4%	-4%	-1%	0%	1%	1	-1%	3	-14%	2%	0%
COc1ccccc1Cn1c(=O)c2ccccc2n2c(SCc3csc(C)n3)nnc12	-8%	1%	9%	1%	2%	1	-3%	-8	?	-13%	-5%
N#Cc1cccnc1N1CCN(C(=O)c2cccs2)CC1	0%	0%	-1%	16%	1%	-2	-1%	-8	·	-25%	-1%
O=C(NNS(=O)(=O)c1ccccc1F)c1cc(-c2ccccc2)n[nH]1	-4%	-1%	8%	4%	0%	-2	2%	-2	21%	·	1%
Cc1ccccc1OCC(=O)Nc1ccccc1N1CCOCC1	2%	0%	2%	-1%	16%	10	0%	-11	-22%	-21%	4%
COc1cc(OC)cc(C(=O)N[C@H](C(=O)NCCc2c[nH]c3ccccc23)C(C)C)c1	·	-1%	?	1%	2%	1	6%	1	7%	2%	1%
CC(=O)c1cc(F)ccc1OCC(=O)Nc1ccc2c(c1)OCO2	·	·	1%	-6%	·	-2	-2%	22	·	·	0%
Cc1ccc(S(=O)(=O)Nc2ccc(O)c3ccccc23)c(C)c1	?	3%	?	-4%	-42%[inhibitor]	7	9%	7	·	?	-18%
CC(C)(C)n1nnnc1C(c1ccncc1)N1CCN(c2ccc(O)cc2)CC1 (stereo unspecified)	-3%	-2%	3%	3%	-3%	-4	10%	-26	-10%	?	-1%
CC(=O)NCCC(=O)Nc1cc(S(=O)(=O)N2CCOCC2)ccc1Oc1ccccc1	-3%	4%	1%	3%	1%	-4	-5%	-74*	-6%	-1%	4%
COc1ccc(OC)c(NC(=O)CSc2nnnn2-c2ccc3c(c2)OCO3)c1	?	0%	?	2%	6%	-8	9%	8	1%	28%	-2%
C/C(CC(=O)Nc1ccc(Cl)c(C(F)(F)F)c1)=N\NC(=O)c1cnccn1	6%	2%	?	-1%	-8%	-25	-3%	10	6%	37%[activator]	-7%
CN(CCC1CCOCC1)Cc1nc(Cc2ccccc2F)no1	11%	-1%	?	-1%	1%	-3	-7%	-4	-2%	-8%	5%
NC(=O)C1CC(=O)N(c2ccc(OCc3c(F)cccc3Cl)cc2)C1 (stereo unspecified)	12%	-1%	?	0%	-5%	-7	2%	3	11%	2%	-1%
CC(C)C(C(=O)Nc1ccc(N2CCOCC2)cc1)N1C(=O)c2ccccc2C1=O (stereo unspecified)	-9%	0%	0%	2%	2%	7	-14%	-6	1%	-29%	-7%
COc1cccc(/C=C2\SC(=S)N(CCC(=O)NC3C=CS(=O)(=O)C3)C2=O)c1 (stereo unspecified)	?	·	?	-6%	-13%	-7	-11%	5	-1%	-3%	1%
CN(C)c1nc2c(c(=O)[nH]c(=O)n2C)n1Cc1ccc(F)cc1	2%	2%	-7%	2%	-9%	-5	-10%	-3	2%	3%	0%
COC(=O)c1c(NC(=O)Cc2ccccc2)sc2c1CCN(C(C)C)C2	1%	·	?	16%	-4%	2	?	1	?	-21%	1%
CNC[C@H](CC1CCCCC1)NC[C@H](CO)NCCc1cccc(C(F)(F)F)c1	-2%	·	?	1%	-13%	2	-4%	8	0%	?	1%
CC(=O)OC(COC1C[C@@H]2CC[C@@]1(C)C2(C)C)C[N+]1(C)CCCCC1 (stereo partly specified)	·	0%	-10%	-2%	1%	1	-4%	11	-1%	·	1%
Cc1ccc2cc(C(c3nnnn3CC3CCCO3)N3CCc4ccccc4C3)c(=O)[nH]c2c1 (stereo unspecified)	?	-1%	2%	3%	-4%	-6	-24%	-8	4%	0%	2%
Cn1ccc(O)c(C#N)c1=O	-7%	0%	-4%	0%	3%	38	-4%	-6	1%	15%[24.8 µM]	1%
CCOC(=O)C1(CCOc2ccccc2)CCN(CC(O)CO)CC1 (stereo unspecified)	-17%	-1%	-2%	6%	1%	5	-9%	-10	0%	0%	1%
COC(=O)c1cc(NC(=O)Cn2nc(C)n3cccc3c2=O)cc(C(=O)OC)c1	4%	-1%	3%	5%	1%	6	-4%	1	·	18%	2%
CCOc1ccc(CN2CCNC(=O)C2CC(=O)NCCc2nc(C)c3c(n2)CCC3)cc1 (stereo unspecified)	0%	·	8%	1%	3%	25	-3%	-12	6%	-13%	1%
COc1cccc(Cn2cnc3c(sc4nc(C)cc(C)c43)c2=O)c1	0%	1%	5%	-8%	20%	-5	-1%	-5	30%	1%	2%
CC(C)Oc1ccc(C(=O)Nc2ccc(C(F)(F)F)n(C)c2=O)cc1	5%	1%	7%	-4%	21%	7	6%	-13	9%	-1%	-3%
COc1cc(OC)cc(C(=O)N2CCN(C(=O)c3cccs3)CC2)c1	-2%	-1%	0%	2%	1%	-5	16%	9	·	·	-1%
Cc1cc(C(=O)COC(=O)c2ccccc2O)c(C)n1CC1CCCO1 (stereo unspecified)	·	·	?	-2%	16%	-25	8%	0	·	·	2%
